NSD2 inh: blocks human histone methyltransferase NSD2 | NSD2 peptide methylation, AlphaScreen, 120 min | AID 743445 | inhibition, % at 12.5 µM | O96028 | actives 0.54% (n = 310,000); in the data active = inhibition above about 50%
SR-BI DiI inh: blocks mouse SR-BI lipid uptake from DiI-HDL; Q61009; ldlA[mSR-BI] CHO cells, DiI-HDL uptake fluorescence, 3 h; inhibition, % at 12.5 µM; actives 0.96% (n = 320,000); AID 488896;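 active = mean replicate inhibition of at least 70% and a set share of replicates each scoring 70 or more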;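 note: 0% = median of neutral control wells and 100% = median of positive control wells; values of inactives mirror those of a sister screen read the other way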
Target sequence (Q61009 whole entry, looked up): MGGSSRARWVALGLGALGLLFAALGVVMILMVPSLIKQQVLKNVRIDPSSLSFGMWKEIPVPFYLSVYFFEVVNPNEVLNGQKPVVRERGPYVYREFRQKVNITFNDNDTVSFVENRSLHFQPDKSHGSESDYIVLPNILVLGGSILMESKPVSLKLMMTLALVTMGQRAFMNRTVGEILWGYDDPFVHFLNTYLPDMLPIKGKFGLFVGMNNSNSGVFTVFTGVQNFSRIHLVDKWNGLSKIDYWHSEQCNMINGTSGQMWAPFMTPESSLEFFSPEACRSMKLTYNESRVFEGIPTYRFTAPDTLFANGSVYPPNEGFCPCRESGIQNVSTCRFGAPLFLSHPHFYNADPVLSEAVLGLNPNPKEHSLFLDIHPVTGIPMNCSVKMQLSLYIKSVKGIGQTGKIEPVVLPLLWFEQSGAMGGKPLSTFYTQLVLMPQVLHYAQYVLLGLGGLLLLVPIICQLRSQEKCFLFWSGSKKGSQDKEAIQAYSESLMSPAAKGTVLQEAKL
PvdQ acylase: blocks Pseudomonas aeruginosa PvdQ acylase activity | AID 488965 | purified PvdQ acylase, fluorescence plate reader | actives 0.063% (n = 340,000) | inhibition, % at 10 µM; in the data active = inhibition above about 30%, passing the limit was not always enough;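 note: 0% = vehicle neutral wells and 100% = reference inhibitor wells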
Keap1 Nrf2 FP: inhibitors of human Keap1-Nrf2 protein-protein interaction; Q14145; Keap1 Kelch-Nrf2 peptide fluorescence polarization, 1536-well; inhibition, % at 9.4 µM; actives 0.15% (n = 340,000); AID 504523; in the data active = inhibition above about 12%;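 note: human Keap1 Kelch domain with fluorescein labeled Nrf2 9mer peptide probe; 0% = neutral control wells and 100% = peptide positive control; higher means more block of Keap1 binding to Nrf2 peptide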
Arr AP2 block: blocks beta-arrestin peptide binding to AP2 adaptin | inhibition, % at 10 µM | FITC-arrestin peptide / GST-AP2 beads, flow cytometry; AP2 beta2 appendage carries R879A mutation | actives 0.31% (n = 340,000);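 active = inhibition above a set limit, near 3 SD of compounds lacking own fluorescence, cut at about 54% in these data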;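 note: plate controls were DMSO wells for no effect and 5 µM unlabelled arrestin peptide for full effect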
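system = GST-tagged AP2 beta2-adaptin appendage (R879A) on 4 µm glutathione beads | reagent = FITC-labelled arrestin peptide probe, 50 nM final | schedule = compound with beads 12 min RT, then probe 1 h RT | signal = HyperCyt-sampled flow cytometry, FL1 channel, ex 488/em 535 nm | read-out = percent response from loss of bead-bound FITC fluorescence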
RTF Ca sens inh: cardiac RTF calcium desensitization; P19429+P45379; IANBD-labeled cardiac RTF, Ca2+ fluorescence; inhibition, % at 7.15 µM; actives 0.12% (n = 340,000); AID 493244;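 active = inhibition above the mean inhibition of all tested compounds plus 3 SD, cut at about 17% in these data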;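 note: assay run at fixed EC70 calcium of 1.6 mM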
PKA-R2B act: activates the human PKA-R2B holoenzyme complex; actives 0.079% (n = 340,000); AID 504700; activation, % at 11.4 µM; P22694+P31323; PKA-R2B holoenzyme dissociation, Cy5-IP20 fluorescence polarization; R2B truncated from residue 108, S112A mutant; 0% DMSO only, 100% 113 µM cGMP;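 active = activation above a cutoff set at the mean over all compounds plus 3 SD, cut at about 18% in these data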;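 note: higher means more holoenzyme dissociation and a rise in polarization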
Target sequence (P31323 whole entry, looked up, other chains not shown, the tested form may be a part): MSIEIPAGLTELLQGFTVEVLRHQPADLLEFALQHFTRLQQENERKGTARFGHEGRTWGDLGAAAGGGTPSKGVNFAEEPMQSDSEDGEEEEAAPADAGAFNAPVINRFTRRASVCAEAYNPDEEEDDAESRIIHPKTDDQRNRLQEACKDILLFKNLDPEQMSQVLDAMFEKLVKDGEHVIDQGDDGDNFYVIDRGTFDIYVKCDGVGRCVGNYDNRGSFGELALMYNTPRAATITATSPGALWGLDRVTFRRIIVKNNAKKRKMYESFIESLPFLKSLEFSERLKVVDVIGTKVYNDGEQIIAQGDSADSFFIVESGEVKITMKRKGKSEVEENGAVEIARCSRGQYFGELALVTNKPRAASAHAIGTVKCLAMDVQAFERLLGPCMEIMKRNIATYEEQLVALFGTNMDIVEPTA
DAGLB inhibitor: blocks human DAGLB lipase activity; HEK293T DAGLB membrane lysate, EnzChek fluorogenic substrate; Q8NCG7; AID 504411; actives 0.059% (n = 340,000); inhibition, % at 5.17 µM; in the data active = inhibition above about 34%;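 note: 0% = enzyme with vehicle and 100% = wells lacking enzyme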
C-LANA FP: KSHV C-LANA DNA binding inhibition. MBP-C-LANA/FAM-LBS DNA binding, fluorescence polarization. inhibition, % at 9 µM. actives 0.078% (n = 340,000);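 active = highest replicate inhibition at or above 60% at 9 µM, even if other replicates fall short; inactive = all replicates below 60% inhibition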;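 note: 0% = neutral control wells and 100% = 4 µM acridine orange control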
SR-BI uptake up: SR-BI HDL lipid transfer activation; CHO ldlA[mSR-BI] cells, DiI-HDL uptake fluorescence, 3 h; 100 = double the neutral-control signal; activation, % at 12.5 µM; actives 0.096% (n = 320,000);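 active = mean replicate activation of at least 60% and every replicate at or above 60%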;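 note: 0% = median plate neutral-control signal and 100% = twice that signal; values of inactives mirror those of a sister screen read the other way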
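Material – SR-BI-overexpressing, LDLR-lacking CHO cells · Medium – BSA-supplemented, HEPES-buffered Ham's F12, pH 7.4 · Doses – single concentration · Times – compound with DiI-HDL co-incubation, 3 h at 37 °C · Measured by – bottom-read fluorescence, 550/595 nm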
* marks the source's active call; other numbers are inactive results; . = no result given.

SMILES	NSD2 inh	SR-BI DiI inh	PvdQ acylase	Keap1 Nrf2 FP	Arr AP2 block	RTF Ca sens inh	PKA-R2B act	DAGLB inhibitor	C-LANA FP	SR-BI uptake up
CCOC(=O)C1=C(c2ccccc2)Nc2c(c(=O)n(C)c(=O)n2C)C1c1ccc(O)c(OC)c1 (configuration not stated)	15	2	-2	0	28	1	-1	-1	-0.2	-2
Cc1ccc(NS(=O)(=O)c2ccc(C(=O)NC3CCN(Cc4ccccc4)CC3)cc2)cc1	1	1	-5	0	36	0	-10	0	-0.1	-1
CCCc1cc(C(=O)Nc2cccc(Cl)c2C)no1	-3	-2	13	-2	21	-9	6	-18	-3.7	2
O=C(/C=C/c1cccc([N+](=O)[O-])c1)NCc1ccc2c(c1)OCO2	6	8	11	-7	3	-1	-8	-4	-0.2	-8
C=CCn1c(SCC(=O)N(C)C2CCCCC2)nnc1C1CC1	-1	-14	-21	-4	2	-10	1	2	0.5	14
CC(C)(C)S(=O)(=O)N1Cc2cc(=O)n(Cc3ccccc3)c(CCO)c2[C@H]1CCO	.	-4	0	1	11	3	-11	-2	-3.3	4
CC(=O)N/C(=N/c1nc(C)cc(C)n1)Nc1cccc(C)c1	-3	-11	1	0	-19	7	7	-2	4.9	11
CN1C(=O)c2cccc(NCCCCCCN3C(=O)c4ccccc4C3=O)c2C1=O	3	4	-18	-5	-15	-2	-2	0	1.9	-4
Cc1nnc(-c2ccccc2)[nH]c1=O	2	5	-3	2	46	-5	-13	-1	0.3	-5
Cc1ccc(S(=O)(=O)c2nc(NCCCn3ccnc3)sc2Cl)cc1	2	-26	-10	-1	1	-12	1	-1	-1.1	26
COC(=O)C(CC(C)C)NC(=O)c1ccc(F)cc1 (configuration not stated)	-3	30	2	3	-4	-4	-15	-3	-0.4	-30
CC(C)c1ccc(Nc2nc(Cl)nc(Cl)n2)cc1	-3	-15	5	-1	16	0	-3	3	5.9	15
O=C(c1cccc(S(=O)(=O)N2CCN(c3ccc(F)cc3)CC2)c1)N1CCCC1	-1	5	2	-4	5	2	-9	0	11	-5
O=C1Nc2ccc([N+](=O)[O-])cc2C1(O)N1CCCCC1 (configuration not stated)	-4	18	9	-2	15	-3	3	3	-3.4	-18
COc1ccc(N(C(=O)c2cccnc2)S(=O)(=O)c2ccc(F)cc2)cc1	.	-5	-8	-5	1	-7	3	1	0.1	5
CCCc1cc(=O)[nH]c(SCC(=O)Nc2nc(-c3ccccc3)cs2)n1	-3	-8	-17	0	-1	-7	-4	4	-0.6	8
CC(C)CCSc1nc(N)c(C#N)cc1C#N	-1	39	-2	-2	5	-9	5	-2	1.7	-39
O=C(NCCC1CCCCN1S(=O)(=O)c1ccc(F)cc1)C(=O)NCCN1CCOCC1 (configuration not stated)	-3	-35	-7	3	-13	14	-9	-1	0.9	35
CCOC(=O)N1CCN(C2=C(NS(=O)(=O)c3ccccc3)C(=O)c3ccccc3C2=O)CC1	41	6	-8	-2	-1	-3	5	12	-0.3	-6
O=C1N/C(=C/c2cccs2)C(=O)N1Cc1ccccc1F	0	-1	-7	-4	20	-30	-5	-1	-0.5	1
COc1ccc(NC(=O)COC(=O)c2ccc3c(c2)OCCO3)cc1OC	-1	-8	-3	-4	13	6	-9	-10	0.9	8
CC(C)N(C(=O)CN(C#N)c1nc(N(C)C)nc(N(C)C)n1)c1ccccc1	-1	-15	13	0	0	-9	15	-7	0.0	15
COc1ccc(-n2ncc3c(N4CCN(c5cc(C)ccc5C)CC4)ncnc32)cc1	.	.	3	0	15	-5	-10	-1	0.4	.
CC(=O)c1c(N2CCN(Cc3ccccc3)CC2)nc(=S)n(Cc2ccccc2)c1C	2	-17	0	-6	10	-7	-5	1	0.8	17
Cn1cnnc1Sc1cc(N2CCN(S(=O)(=O)c3ccc4ccccc4c3)CC2)ccc1[N+](=O)[O-]	10	31	-8	-2	6	-9	3	1	-0.6	-31
CCOC(=O)c1cccc(NC(=O)c2ccc(N(C)C)cc2)c1	2	-19	9	-3	12	2	-11	-2	0.2	19
CCn1c(CNS(=O)(=O)c2ccc(Br)cc2)nnc1SC	0	0	7	0	37	-10	-7	0	0.7	0
CN(C)CCCNc1cn[nH]c(=O)c1Cl	2	-19	-7	-7	4	-3	11	2	2.6	19
CCc1nn(CC(=O)NCCCN2CCN(CC)CC2)c(=O)c2cc3occc3n12	3	3	-3	-1	10	-2	5	0	-1.5	-3
CCOC(=O)CSc1nc2sc3c(c2c(=O)[nH]1)CCCC3	-2	4	-9	-2	-3	-1	5	-1	0.0	-4
O=C(Cn1nnc2c(cnn2-c2ccccc2)c1=O)NCc1cccs1	-3	6	-12	0	0	2	2	-2	-0.7	-6
COc1ccccc1NC(=O)CSC1CC(=O)N(c2ccc3c(c2)OCO3)C1=O (configuration not stated)	2	-14	-10	0	6	-12	11	3	-1.6	14
NNC(=O)Cn1nc2n(c1=O)-c1ccccc1SC2	-2	17	-4	2	5	-1	-2	-1	-1.1	-17
COc1ccccc1-c1cc2nc(C)c(CCC(=O)NC(C)CCc3ccco3)c(C)n2n1 (configuration not stated)	.	.	-16	-6	1	-7	-1	-2	0.3	.
C/C(CCc1ccccc1)=N\NC(=O)C(=O)Nc1cccc(Cl)c1	-1	-1	-6	0	-10	3	-3	2	1.4	1
O=c1[nH]cc(NCCNc2ncc(C(F)(F)F)cc2Cl)c(=O)[nH]1	-2	-8	1	0	7	-1	5	-2	1.0	8

Reformatted with two lines to a compound: entries from further up
Values run as follows: NSD2 inh, SR-BI DiI inh, PvdQ acylase, Keap1 Nrf2 FP, Arr AP2 block, RTF Ca sens inh, PKA-R2B act, DAGLB inhibitor, C-LANA FP, SR-BI uptake up
C=CCn1c(SCC(=O)N(C)C2CCCCC2)nnc1C1CC1
  -1, -14, -21, -4, 2, -10, 1, 2, 0.5, 14
CC(C)(C)S(=O)(=O)N1Cc2cc(=O)n(Cc3ccccc3)c(CCO)c2[C@H]1CCO
  ., -4, 0, 1, 11, 3, -11, -2, -3.3, 4

(further entries)
SMILES	NSD2 inh	SR-BI DiI inh	PvdQ acylase	Keap1 Nrf2 FP	Arr AP2 block	RTF Ca sens inh	PKA-R2B act	DAGLB inhibitor	C-LANA FP	SR-BI uptake up
C=CCNC(=O)C1CCCN(S(=O)(=O)c2ccc(-n3cnnn3)cc2)C1 (configuration not stated)	2	-16	-8	-1	24	-12	2	2	-0.2	16
O=C(NCC1CCCO1)C1CC(=O)N(c2ccc(F)c(Cl)c2)C1 (configuration not stated)	.	7	-14	-6	-2	-4	-2	-3	-0.2	-7
CC1=C(C(=O)NCc2ccccc2)C(c2cccs2)NC(=S)N1 (configuration not stated)	-1	13	-3	0	7	-1	4	0	0.7	-14
C=CCn1c(SCC(=O)Nc2c(C)cccc2C)nnc1-c1ccncc1	-5	-14	2	-5	5	-27	-5	3	1.0	14
Cc1ccc(C(=O)COC(=O)c2ccncc2)cc1[N+](=O)[O-]	-1	3	-10	-6	11	4	-2	0	-1.0	-3
Cc1cc(C)n(-c2n[nH]c(C)c2[N+](=O)[O-])n1	-5	-6	-10	-3	-12	-5	-5	-2	-0.2	6
CSCCC(NC(=O)c1ccccc1Cl)C(=O)Nc1ccc(C)c(S(=O)(=O)N2CCOCC2)c1 (configuration not stated)	-1	-1	-11	-3	2	-3	1	4	0.3	1
Nc1nc(CCOc2ccc(F)cc2)cs1	3	-29	10	-1	-11	-13	-13	-1	0.6	29
CCC(=O)Nc1ccc(Nc2ccccc2)cc1	2	5	-8	2	-6	2	2	1	0.8	-5
N#Cc1ccccc1OCC(=O)N1CCc2ccccc2C1	0	-4	-3	-2	11	-5	2	-1	2.0	4
COc1ccc(C(=O)Nc2cc(C)on2)cc1OC	5	15	-7	0	-8	-5	1	0	1.8	-15
CN(C)c1cccc(C(=O)N(Cc2ccccc2)Cc2ccccc2)c1	10	2	-5	1	14	-15	0	-5	2.0	-2
CCCC(C)NC(=O)COc1ccc(S(=O)(=O)c2ccc(OCC(=O)NC(C)CCC)cc2)cc1 (configuration not stated)	-2	24	-3	-4	46	-7	-3	2	-0.6	-24

5 compounds from above, arranged by formula weight, low to high.
SMILES	NSD2 inh	SR-BI DiI inh	PvdQ acylase	Keap1 Nrf2 FP	Arr AP2 block	RTF Ca sens inh	PKA-R2B act	DAGLB inhibitor	C-LANA FP	SR-BI uptake up
Cc1cc(C)n(-c2n[nH]c(C)c2[N+](=O)[O-])n1	-5	-6	-10	-3	-12	-5	-5	-2	-0.2	6
N#Cc1ccccc1OCC(=O)N1CCc2ccccc2C1	0	-4	-3	-2	11	-5	2	-1	2.0	4
Cc1ccc(C(=O)COC(=O)c2ccncc2)cc1[N+](=O)[O-]	-1	3	-10	-6	11	4	-2	0	-1.0	-3
O=C(NCC1CCCO1)C1CC(=O)N(c2ccc(F)c(Cl)c2)C1 (configuration not stated)	.	7	-14	-6	-2	-4	-2	-3	-0.2	-7
CCCC(C)NC(=O)COc1ccc(S(=O)(=O)c2ccc(OCC(=O)NC(C)CCC)cc2)cc1 (configuration not stated)	-2	24	-3	-4	46	-7	-3	2	-0.6	-24

High-throughput results deposited in PubChem by several laboratories.
